Screening results (PubChem BioAssay)
CXCR6 block – CXCR6 receptor inhibitors, primary screen, cell-based, beta-arrestin, luminescence, CHO-K1 PathHunter, 1536-well | actives 0.36% (n = 360,000) | inhibition, % at 20 µM | AID 602244, 2012; in the data active = inhibition above about 34%, passing the limit was not always enough;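 also: antagonist mode with CXCL16 agonist at 10 nM final; 0% = 10 nM CXCL16 with DMSO and 100% = unstimulated wells without agonist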
Target sequence (O00574 whole entry, looked up): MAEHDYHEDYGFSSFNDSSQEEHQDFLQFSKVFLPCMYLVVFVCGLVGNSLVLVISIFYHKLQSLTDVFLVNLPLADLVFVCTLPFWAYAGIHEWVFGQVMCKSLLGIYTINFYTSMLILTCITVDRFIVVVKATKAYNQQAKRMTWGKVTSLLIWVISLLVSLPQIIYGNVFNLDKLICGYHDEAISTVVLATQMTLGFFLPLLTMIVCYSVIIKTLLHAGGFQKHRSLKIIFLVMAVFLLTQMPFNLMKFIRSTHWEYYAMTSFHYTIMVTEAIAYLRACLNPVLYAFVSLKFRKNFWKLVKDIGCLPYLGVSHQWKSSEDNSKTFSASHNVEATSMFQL
Gli-Sufu antag – Gli-Sufu pathway antagonists, primary screen, luciferase luminescence, Sufu-KO-LIGHT cells, uHTS; Sufu-KO-LIGHT fibroblasts, Gli luciferase reporter luminescence; actives 0.74% (n = 340,000); inhibition, % at 5 µM;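 active = inhibition above about 55%, limit read from the data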;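 also: 0% = DMSO-treated cells and 100% = wells with medium but no cells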
EBI2 block – EBI2 receptor antagonists, beta-arrestin recruitment, primary screen, cell-based, luminescence, 7a,25-OHC stimulation, uHTS; actives 0.81% (n = 360,000); 7a,25-OHC stimulated; AID 651636, 2012; inhibition, % at 5 µM; in the data active = inhibition above about 38%;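 also: enzyme fragment complementation signal reports receptor beta-arrestin coupling in cells; 0% = agonist plus DMSO wells and 100% = wells without agonist; some results beyond the cut were filed as inactive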
Target sequence (P32249 whole entry, looked up, the tested form may be a part): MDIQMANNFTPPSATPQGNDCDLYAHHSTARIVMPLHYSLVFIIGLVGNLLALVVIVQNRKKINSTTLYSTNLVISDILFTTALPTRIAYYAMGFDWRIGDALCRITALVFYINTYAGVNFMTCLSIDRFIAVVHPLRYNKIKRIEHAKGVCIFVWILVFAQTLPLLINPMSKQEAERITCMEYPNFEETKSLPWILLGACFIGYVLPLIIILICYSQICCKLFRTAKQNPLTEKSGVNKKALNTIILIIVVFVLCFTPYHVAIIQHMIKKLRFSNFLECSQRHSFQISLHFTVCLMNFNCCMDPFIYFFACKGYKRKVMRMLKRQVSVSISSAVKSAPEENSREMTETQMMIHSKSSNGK
CCR6 antagonist – CCR6 receptor antagonists, primary screen, cell-based, CHO-K1, luminescence, beta-arrestin, uHTS; C-C chemokine receptor type 6 (Homo sapiens), P51684; CHO-K1 CCR6 PathHunter beta-arrestin, CCL20-stimulated; inhibition, % at 20 µM; actives 0.49% (n = 340,000); AID 493098, 2011;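 active = compounds whose inhibition of the agonist-driven luminescence signal at 20 µM reaches about 50%, limit read from the data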;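 also: cells stimulated with CCL20 at 14 nM final; plate controls were DMSO with CCL20 for no effect and DMSO without agonist for full effect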
Target sequence (P51684 whole entry, looked up): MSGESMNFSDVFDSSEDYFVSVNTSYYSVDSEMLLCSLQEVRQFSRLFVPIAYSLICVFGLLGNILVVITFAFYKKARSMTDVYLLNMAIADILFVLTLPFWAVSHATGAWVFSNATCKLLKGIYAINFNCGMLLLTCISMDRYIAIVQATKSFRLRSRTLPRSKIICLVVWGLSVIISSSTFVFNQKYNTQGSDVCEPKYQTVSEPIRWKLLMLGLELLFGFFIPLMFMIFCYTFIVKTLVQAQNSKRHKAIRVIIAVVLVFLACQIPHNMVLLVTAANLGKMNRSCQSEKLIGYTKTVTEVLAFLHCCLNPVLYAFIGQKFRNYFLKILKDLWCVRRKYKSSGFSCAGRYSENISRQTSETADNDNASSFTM
Mdm2 MdmX PPI – inhibitors of human Mdm2-MdmX association, primary screen, cell-based, luminescence, split luciferase, SaOS-2, uHTS; SaOS-2 split-luciferase Mdm2/MdmX complementation; inhibition, % at 8 µM; actives 3% (n = 330,000); AID 485346, 2010;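 active = inhibition of at least 50% at 8 µM in the primary screen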
XBP1 UPR activ – activators of adaptive XBP1 UPR arm, primary screen, cell-based, CHO-XBP1 luciferase reporter, luminescence, uHTS; actives 0.33% (n = 330,000); activation, % at 20 µM; IRE1-XBP1 UPR activation; percent of tunicamycin response, DMSO as zero;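 active = versus positive control, 20 µM dose yields 30% or more activation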;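 also: 100% = tunicamycin at 10 µg/mL and 0% = DMSO only wells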
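assay system = CHO-XBP1 luciferase reporter cells | amount = 1000 cells/well | buffer or medium = F12 plus 10% FBS | compound dosing = single point, 20 µM final compound, 1% DMSO | incubation = 16-18 h cell attachment at 37 °C, then 6 h compound exposure | detection = Steady-Glo luminescence read | controls = tunicamycin 10 µg/mL and vehicle-only wells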
697 NFkB inh – inhibitors of PMA/ionomycin-induced NF-kB reporter, 697 cells, primary screen, B-cell NF-kB inhibitor project, cell-based, luminescence, uHTS; 697 B-cell NF-kB luciferase reporter, 16 h; inhibition, % at 4 µM; actives 0.33% (n = 330,000); in the data active = inhibition above about 35%
UPR CHOP act – activators of apoptotic CHOP UPR arm, primary screen, cell-based, CHO-CHOP luciferase reporter, luminescence, uHTS; UPR activation; percent of tunicamycin response over DMSO baseline; activation, % at 10 µM; actives 0.34% (n = 330,000); AID 449763, 2010;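 active = at 10 µM dose, activation of 40% or more, normalized to positive control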;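 also: 100% = tunicamycin at 10 µg/mL and 0% = DMSO alone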
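assay system = CHO CHOP reporter cells | amount = 500 CHO-CHOP cells per well | buffer or medium = F12 with 10% FBS | incubation = 16-18 h cell attachment, then 6 h compound exposure, 37 °C | detection = luminescence read with Steady-Glo | read-out = percent activation relative to tunicamycin control | controls = tunicamycin high control, DMSO low control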
Jurkat NFkB inh – inhibitors of induced NF-kB luciferase reporter, primary screen, TCR NF-kB activation inhibitor project, cell-based, luminescence, uHTS. Jurkat, PMA/ionomycin-induced NF-kB luciferase reporter. inhibition, % at 4 µM. actives 0.53% (n = 330,000). AID 435003, 2010; in the data active = inhibition above about 50%
The depositor's hits bear a star; nt = no result given; & = joins results of further samples. Outcome played no part in choosing rows, and some 5% of all compounds hit somewhere here.

compound	CXCR6 block	Gli-Sufu antag	EBI2 block	CCR6 antagonist	Mdm2 MdmX PPI	XBP1 UPR activ	697 NFkB inh	UPR CHOP act	Jurkat NFkB inh
CCOc1cc(N2CCOCC2)c(OCC)cc1NC(=O)c1ccc2ncsc2c1	-11	-24	-7	11	28	-3	-10	-2.4	-9
CCN1C(=O)N(c2ccc(Cl)cc2)C(C)=CC1(C)C	0	-5	0	8	14	1	2	-5.0	-13
CC(=O)CCc1c(C)[nH]c2ccccc2c1=O	-4	-6	3	3	-16	-1	7	-1.1	-3
COc1ccccc1NC(=O)C1CCN(c2ncccn2)CC1	-5	17	-18	-3	12	-1	11	-0.7	-4
CCCc1c(C(=O)OCC)sc(N)c1C#N	1	1	8	11	29	-1	-21	-0.3	3
CN(C)CCCN(C(=O)C1COc2ccccc2O1)c1nc2cc3c(cc2s1)OCO3 (configuration not stated)	0	21	-8	15	16	-5	-27	0.7	-4
Cc1cccc(C(=O)NCc2nnc3c4ccccc4c(-c4ccccc4)nn23)c1	-4	nt	-1	27	0	4	-27	0.7	-11
COc1ccc(N2C(=O)CS/C2=C\[N+](=O)[O-])cc1	-6	-3	15	32	2	-2	-1	-1.3	0
CCCCCc1c(C)nc(N2CCc3ccccc32)[nH]c1=O	-9	29	0	7	nt	nt	nt	nt	nt
O=C(/C=C/c1ccc2c(c1)OCCCO2)c1ccc2ccccc2c1O	7	-10	-3	22	15	-4	-52	4.8	-24
CN1CCN(C(=O)c2ccc(C(C)(C)C)cc2)CC1	4	1	1	-8	-8	-1	12	-0.4	4
O=C(NCc1cccnc1)/C(=N\O)c1ccccc1	-5	-4	-5	7	-11	0	8	-0.2	0
CC(C)(C)OC(=O)C(Cc1ccc(OC(C)(C)C)cc1)NC(=O)CNC(=O)CNC(=O)OCc1ccccc1 (configuration not stated)	-4	3	-7	21	13	-1	21	0.2	-9
CCCCNC(=O)c1ccc2c(c1)N(CC)C(=O)c1ccccc1S2(=O)=O	4	12	1	12	26	0	8	-1.4	-6
CCOc1cc(C(=O)Nc2ccc(NC(C)=O)cc2)ccc1OCC(=O)N1CCCCC1	2	3	-9	11	0	0	1	1.3	5
COc1ccc(C(C)(C)C)cc1NC(=O)COC(=O)c1cc(SC)ccc1Cl	0	-15	11	4	-19	2	9	1.6	-7
COc1cc2c(cc1OC)C(C(=O)N(C)Cc1ccccc1)C(c1cccnc1)N(C)C2=O (configuration not stated)	-5	-2	7	4	12	-1	3	-1.7	-7
Cc1cccc(C(=O)NNC(=O)CCC(=O)Nc2cccc(Cl)c2C)c1	4	-10	-8	4	-18	-2	-12	0.6	2
CC(=O)OCCN(Cc1ccccc1)Cc1ccc2c(c1)OCO2	8	-1	5	24	3	-2	-9	-0.3	4
OCCN1CCOCCOc2ccccc2OCCOCC1	7	3	-9	19	13	-2	-17	-0.4	-9
O=C1Cc2cc(S(=O)(=O)N3CCCCC3)ccc2N1	-5	-6	-8	11	14	4	6	4.7	-5
CCc1ccc(NC(=O)CSc2nc(CSc3ccc(C)cc3)cc(=O)[nH]2)cc1	1	-6	2	-2	14	1	6	1.2	-7
CC(Sc1nc(N)cc(=O)[nH]1)C(=O)Nc1nc2c(s1)CCCC2 (configuration not stated)	6	-9	-4	2	23	-3	11	0.3	15
COc1cccc(NC(=O)c2ccccc2OCc2c(C)noc2C)c1	0	-4	2	11	19	-3	16	-1.6	2
Cc1ccc2cc(C)c(SCC(=O)NCc3ccco3)nc2c1	11	-1	12	23	11	-1	11	-0.6	7
CCCCOc1ccc(NC(=O)C(=O)NCCC2=CCCCC2)cc1	5	-12	-8	-2	38	1	-29	3.5	-42
O=S(=O)(c1ccc(-c2csc(Nc3ccc(Br)cc3)n2)cc1)N1CCCC1	-5	24	8	2	46	1	-52	13	29
O=C(O)Cn1c(=O)c2cccn2c2ccccc21	1	4	-1	0	27	-4	-10	-2.0	-15
CCOC(=O)c1ccc(NS(=O)(=O)c2cc3c4c(c2)CCN4C(=O)CC3)cc1	3	12	11	9	1	-4	-1	0.3	12
CCN(CC)C(=O)c1cccc(NC(=O)C2CCN(C(=O)c3cccs3)CC2)c1	10	-9	-4	7	12	-4	12	-0.6	22
Cc1ccc(-c2ccc(C(=O)NCc3ccccc3)o2)c2ccccc12	-7	-3	-9	13	19	1	25	1.4	25
CC1=CC(C)(C)NC(=S)N1c1ccc([N+](=O)[O-])cc1	-1	6	1	-4	nt	nt	nt	nt	nt
NC(=O)c1cc([N+](=O)[O-])c(Cl)cc1NCc1ccncc1	-12	34	16	5	15	3	-13	0.0	-5
Cc1ccc(-c2nc(CS(=O)CC(=O)N3CCN(c4ncccn4)CC3)c(C)o2)cc1 (configuration not stated)	-4	-2	3	8	26	0	11	-0.1	21
COc1ccc(N(CC(=O)Nc2ccc(C)c(C)c2)S(=O)(=O)c2c(C)n[nH]c2C)cc1	-3	-10	6	5	24	-3	-1	-0.2	7
COc1cccc(N2CC(O)Cn3c2nc2c3c(=O)n(CCCc3ccccc3)c(=O)n2C)c1 (configuration not stated)	1	-19	2	5	15	0	-15	5.0	17
Cc1cccc(C)c1N(CC(O)Cn1c2ccccc2c2ccccc21)S(C)(=O)=O (configuration not stated)	-4	6	14	12	12	3	5	3.5	-2
CCCCOc1ccc(C(=O)NCC(=O)NNC(=O)C2COc3ccccc3O2)cc1 (configuration not stated)	-4	-7	3	4	13	-1	12	0.7	1
O=C(Nc1cccc(C(F)(F)F)c1)c1ccc(N2CCNCC2)c([N+](=O)[O-])c1	-3	16	6	6	53*	-4	3	0.3	-16
CN(C)CCOC(c1ccc(Cl)cc1)c1ccccn1 (configuration not stated)	4&-7	-1&1	-1&3	20&-1	19	-5	5	-0.3	1
COCCN(C(=O)COC(=O)c1ccc(C)o1)c1c(N)n(Cc2ccccc2)c(=O)[nH]c1=O	-1	15	3	6	5	-3	20	-1.2	12
COc1cccc(-c2c(-c3cc(OC)cc(OC)c3)n(C)c3ccc(-c4cccc5[nH]ccc45)cc23)c1	3	-19	5	3	-6	-3	2	2.0	-16
COc1ccc(-n2nc(C)cc2Nc2ccccc2C(=O)O)cc1	8	1	4	11	-5	2	-13	1.1	-9
CSc1nnc2c3cc(C)ccc3n(Cc3ccccc3)c2n1	10	-13	-1	5	10	0	-39	-0.7	-3
C=CCSc1nnc2c(n1)OC(c1cccnc1)N(C(C)=O)c1ccccc1-2 (configuration not stated)	-8	42	1	12	0	0	11	2.0	2
CCOC(=O)C1=C(Nc2ccccc2)CC(C)(O)C(C(=O)OCC)C1c1ccccc1 (configuration not stated)	-10	-2	-8	8	0	-2	18	0.1	3
CC(C)(C)N(Cc1ccccc1)C(=O)CSc1nc2ccccc2c(=O)[nH]1	3	46	10	-8	23	0	9	1.1	8
O=C(c1ccco1)N1CCN(CCCCOc2cccc3ccccc23)CC1	-1	24	-4	14	-5	-3	-7	-1.0	-2
O=C(O)C1CC(=O)N(Cc2ccc3c(c2)OCO3)C1 (configuration not stated)	3	3	-9	-3	14	1	21	-1.2	0
Cc1ccc2nc(NC(=O)CSCC(=O)OCC(=O)c3ccccc3)sc2c1	-6	43	-5	-17	nt	nt	nt	nt	nt

Laid out differently: entries from further up
Fields: CXCR6 block | Gli-Sufu antag | EBI2 block | CCR6 antagonist | Mdm2 MdmX PPI | XBP1 UPR activ | 697 NFkB inh | UPR CHOP act | Jurkat NFkB inh
- O=C(O)C1CC(=O)N(Cc2ccc3c(c2)OCO3)C1 (configuration not stated)
  3 | 3 | -9 | -3 | 14 | 1 | 21 | -1.2 | 0
- COc1ccc(-n2nc(C)cc2Nc2ccccc2C(=O)O)cc1
  8 | 1 | 4 | 11 | -5 | 2 | -13 | 1.1 | -9

Going on with the list.
compound	CXCR6 block	Gli-Sufu antag	EBI2 block	CCR6 antagonist	Mdm2 MdmX PPI	XBP1 UPR activ	697 NFkB inh	UPR CHOP act	Jurkat NFkB inh
Cc1ccc(NC(=O)c2ccc(OCC3CCCO3)cc2)c(C)c1 (configuration not stated)	6	-3	-5	1	-23	1	-25	5.3	-27
CCOc1ccc(NC(=O)CN(C)C(=O)CCN2C(=O)C3CC=CCC3C2=O)cc1OCC (configuration not stated)	-2	-4	-1	6	6	0	17	0.2	14
Cn1cnnc1SC1CCCCC1NS(=O)(=O)c1ccccc1 (configuration not stated)	2	-4	5	-13	-7	-4	-9	-1.7	4
Cc1ccc(C(C)(C)C)cc1S(=O)(=O)Nc1cccc(C(=O)N2CCN(c3ccccn3)CC2)c1	0	nt	-10	0	6	0	-11	-0.9	13
Cc1cn(CC(=O)NCCCn2ccnc2)c(=O)[nH]c1=O	-8	0	-12	2	nt	nt	nt	nt	nt
CC(=O)Nc1nnc(/C=C/c2cccc([N+](=O)[O-])c2)s1	3	-29	2	5	-29	0	-15	1.2	-18
CC(O)c1nc2ccccc2n1CCCCOc1ccccc1 (configuration not stated)	-5	33	2	9	8	-1	-7	-1.6	-20
CCOC(=O)C1=C(c2ccccc2)N=C2SCC(=O)N2C1c1ccc(O)c(OC)c1 (configuration not stated)	7	1	3	20	-12	-4	-15	-1.3	-15
CCn1c(SCC(=O)NC2CC2)nnc1-c1ccccc1OC	4	2	4	6	-9	-1	7	1.7	1
CN(C(=O)Nc1cnc2ccccc2c1)c1ccccc1	4	-10	4	4	-4	2	-16	3.6	-16
CCN1C(=O)/C(=C2/C=Cc3ccccc3N2C)OC1=S	10	-77	-3	20	6	2	-11	5.3	-27
O=C(CSc1nc(-c2ccccc2)c(-c2ccccc2)[nH]1)Nc1ccc2c(c1)OCO2	12	12	7	18	48	0	-13	-0.3	1
Cc1ccc(SCc2ccc(C(=O)Nc3ccccc3C(=O)NC(C)C)cc2)cc1	-5	1	2	12	-13	1	-15	4.0	21
CCOC(=O)C1(CCCc2ccccc2)CCN(C(=O)CN2CCOC2=O)CC1	5	25	4	16	14	3	-1	-1.8	0
CCn1c(SCc2ccc(F)cc2)nnc1-c1nn(-c2ccccc2)ccc1=O	-6	-4	-2	4	0	-3	19	-1.1	-5
CSc1nc(SCCO)c2sc3nc(-c4ccco4)c4c(c3c2n1)CC(C)(C)OC4	34	-7	11	22	nt	nt	nt	nt	nt
COc1ccccc1-c1coc2cc(OC(=O)N3CCOCC3)ccc2c1=O	-2	-19	10	-1	-6	2	-55	5.3	-28
CCOC(=O)C1(CCCc2ccccc2)CCN(C(=O)CCOC)CC1	1	-1	-3	7	-5	0	-10	-0.5	12
COC(=O)c1cc(NC(=O)Nc2cccc(Cl)c2)ccc1Cl	-2	-22	20	-6	88*	5	10	9.0	-37
